# Screening data as filed in PubChem BioAssay.
# Nrf2 block: blocks Nrf2 signaling; A549 ARE-Fluc reporter, luciferase luminescence, 18-24 h; Potency, µM (top dose mostly 46 µM), inactives show top-dose activity change, negative = inhibition, hits mostly inhibitors; 2.1% of 360,000 active; note: potency is the fitted concentration of half-maximal effect; % is set by controls: 0 for no effect and ±100 for the full control effect; nearly all actives have a fitted effect of over 60% in size
#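 Cells were seeded and rested 2 h, then exposed to compounds for 18-24 h. CellTiter-Fluor was read first as a viability measure. BugLite was added 15 min before the final luminescent read of ARE-luciferase activity in A549 cells.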
# CCT chaperon mod: changes cytosolic chaperonin activity; 0.3% of 360,000 active; activity change, % (concentration not given with the values), hits read low; purified chaperonin ATPase assay, HTRF ADP detection, 30 min; in the data active = activity change below about -30%; note: % is set by controls: 0 for no effect and ±100 for the full control effect
#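 Enzyme 40 or 20 nM (batch-dependent) in Tris pH 7.4/KCl/MgCl2/DTT; cpd 76 uM single point; ATP 10 uM; 30 min 37 °C; Transcreener ADP HTRF detection, 30 min RT; ratio 665/615.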
# TGFb SMAD3 inh: TGF-b pathway inhibition; HepG2 CAGA-GFP TGF-b/SMAD3 reporter, GFP fluorescence, 18 h; TGF-beta stimulated, 500 pg/mL final; Potency, µM (series often up to 46.1 µM), without a hit: top-dose activity, negative = inhibition, hits mostly inhibitors; 1.2% of 410,000 active; note: potency is the fitted concentration of half-maximal effect; % is set by controls: 0 for no effect and ±100 for the full control effect; nearly all actives have a fitted effect of over 65% in size
#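 Smad-responsive CAGA-GFP expression was quantified in HEPG2 cells exposed to compounds and 500 pg/mL final TGF-beta for 18 h at 37 degrees C; unstimulated wells defined full inhibition.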
# Nrf2 activator: activates Nrf2 signaling. Potency, µM (doses to about 46.1 µM), for the others: at the highest dose activation, most hits filed as activators. AREc32 ARE-luciferase reporter (MCF7-derived line), luminescence, 24 h. 0.31% of 410,000 active; note: potency is the fitted concentration of half-maximal effect; % of control where 0% means no effect; nearly all actives have a fitted effect of over 65% in size
#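 Reporter line AREc32 (ARE-Fluc), seeded overnight in OPTI-MEM with 5% FBS; compound pin-transferred, 24 hr at 37 deg C, 5% CO2; luminescent read-out.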
# HepG2 viability: kills HepG2 cells in TGF-b inhibitor counter-screen; HepG2 CAGA-GFP viability, ATP luminescence, 18 h; Potency, µM (top dose mostly 46.1 µM), for the others: at the top dose activity change, negative = cytotoxicity, actives largely listed as cytotoxic; 0.76% of 410,000 active; note: potency is the fitted concentration of half-maximal effect; some results filed as inactive show a strong effect at the top dose
#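 CellTiter-Glo luminescence gave cytotoxicity after 18 hours at 37 degrees C. The cells were HepG2 CAGA-GFP in 1% FBS DMEM, stimulated with 500 pg/mL TGF-beta after compound addition. %Activity was normalised to no-cell wells (complete cell-killing) and DMSO (no toxicity), and curves were fitted and classified.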
# S2 tox: cell viability loss in ATXN counter-screen. AID 651635. 0.49% of 400,000 active. Potency, µM (titrated, usually from 56.7 µM), most hits filed as cytotoxic. S2 cells (HEK-293 line with an ATXN2-luciferase reporter) viability, CellTiter-Fluor protease fluorescence, 24 h; note: potency is the fitted concentration of half-maximal effect; nearly all actives have a fitted effect of over 40% in size
# Mm-Cpn inhibitor: blocks the Methanococcus maripaludis chaperonin Mm-Cpn. Potency, µM (highest dose often 76.9 µM), for inactives: at the highest dose activity, negative = inhibition, hits mostly inhibitors. 0.031% of 330,000 active. purified Mm-Cpn ATPase, ADP Transcreener TR-FRET; note: potency is the fitted concentration of half-maximal effect; % is set by controls: 0 for no effect and ±100 for the full control effect; nearly all actives have a fitted effect of over 80% in size
#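 Purified archaeal chaperonin (25 nM final) was preincubated with compound for 10 min at 37°C, then ATP (10 uM final) was added for 30 min at 37°C in Tris pH 7.4/KCl/MgCl2/DTT buffer. ADP was quantified by HTRF Transcreener TR-FRET.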
# pAkt inh: Akt phosphorylation inhibition. Neuro2A IGF-stimulated pAkt S473 HTRF, 20 min; active compounds read low. activity change, % for hits at 50 µM. 0.32% of 360,000 active; in the data active = activity change below about -80%; inconclusive = mostly about -51% to -80%; note: % is set by controls: 0 for no effect and ±100 for the full control effect
#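 Neuro2A cells (4,500/well, DMEM with 0.5% FBS) were treated with compound at a single 50 µM final concentration, stimulated with 6 nM IGF for 20 min at 37 °C, and lysed. Phospho-Akt Ser473 was read by HTRF as 665/615 ratio ×10^4.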
# A549 tox: counter-screen for Nrf2 inhibitors: cytotoxicity in A549 cells | Potency, µM (titrated, usually from 46 µM), for inactives: top-dose activity change, negative = cytotoxicity, actives largely listed as inhibitors | AID 504648 | 0.16% of 390,000 active | A549 ARE-Fluc cells, CellTiter-Fluor viability, 18-24 h; note: potency is the fitted concentration of half-maximal effect; % is set by controls: 0 for no effect and ±100 for the full control effect
#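 A549 ARE-Fluc cells in 5% FBS OPTI-MEM, 5000 cells/well, rested 2 h then exposed to compounds in concentration-response for 18-24 h at 37 °C. Viability by CellTiter-Fluor fluorescence (Ex 405/Em 525) after 30 min; luciferase luminescence (BugLite, 15 min, RT) read afterwards.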
# Numbers without * were called inactive; i = inactive; ? = inconclusive; · = no result given; [ ] = another dose, or the depositor's remark. Unless noted, calls come from the whole dose curve; as a rule, active = well fitted curve in the direction sought with a large enough effect; inconclusive = small, poorly fitted or top-dose-only effect, or another doubt; inactive = no such curve, though single readings can be large; an effect the other way counts as inactive or inconclusive.
SMILES,Nrf2 block,CCT chaperon mod,TGFb SMAD3 inh,Nrf2 activator,HepG2 viability,S2 tox,Mm-Cpn inhibitor,pAkt inh,A549 tox
CN1CCN(Cc2c(C(=O)N/N=C/c3cccc(Br)c3)nnn2-c2nonc2N)CC1,-2%,0.3,23%,0.0%,8%,i,-6%,i,2%
O=C(N[C@@H](CO)C(=O)NCc1ccccc1)c1ccc(C(F)(F)F)cc1,-3%,1.0,-2%,-0.6%,-2%,i,-2%,i,0%
C[C@@H]1CCCCO[C@@H](CN(C)S(=O)(=O)c2cn(C)cn2)[C@@H](C)CN([C@H](C)CO)C(=O)c2cc(NC(=O)Nc3ccc(C(F)(F)F)cc3)ccc2O1,·,1.4,-3%,-0.9%,-15%,i,·,i,·
CNc1oc(-c2ccco2)nc1C#N,-13%,-3.0,4%,16%,1%,i,0%,i,-1%
O=C(/C=C/Nc1ccccc1)c1ccc(Cl)cc1Cl,?,-0.3,?,2.7%,-63%,i,-20%,i,7%
CCc1c(C(=O)N/N=C/c2sccc2C)nnn1-c1nonc1N,?,1.6,-17%,0.6%,-7%,i,0%,i,0%
CC(=O)c1c(C)c[nH]c1C,12%,0.1,32%,2.3%,4%,i,-1%,i,-3%
Cc1nc(NC(CC(C)C)C(=O)O)c2nc(C)oc2n1 (stereo unspecified),13%,-2.3,0%,-0.4%,-1%,i,?,i,16%
O=C(O)c1ccc(COc2ccccc2Cl)cc1,12%,-0.4,2%,-0.2%,-5%,i,-1%,i,0%
Cn1c(C(=O)Nc2cccc(Cl)c2)cc2c(=O)n(C)c3ccccc3c21,1%,·,9%,-0.4%,-6%,i,·,·,-3%
CN(C)/N=C/c1ccc(OS(=O)(=O)c2ccccc2)cc1,?,-1.2,?,4.3%,3%,i,-2%,i,2%
COc1ccc(-n2cc(CNCCCn3ccnc3)c(-c3cccc(F)c3)n2)cc1,-3%,-2.5,?,4.5%,-47%,?,-1%,i,0%
Cc1cccc(NC(=O)Nc2ccc(Cl)c(Cl)c2)n1,?,-2.2,-1%,16%,-11%,i,1%,i,0%
Cc1cccc(-c2nc(S(=O)(=O)c3ccccc3)c(N3CCOCC3)o2)c1,-9%,-0.8,-9%,0.3%,-16%,i,3%,i,1%
CCOc1cc(CNc2ccc3cn[nH]c3c2)ccc1OC,-7%,2.3,?,16%,-39%,i,-2%,i,-9%
CCSC1=NC(C)(C)C=C(/C=C/c2ccc(Cl)cc2Cl)N1,·,1.6,?,?,-38%,i,-2%,i,11%
Cc1cc(C)c(S(=O)(=O)c2ccccc2Cl)c(=O)[nH]1,6%,0.5,3%,-0.6%,-3%,i,1%,i,2%
Cc1cccc(C(=O)N[C@H](C(=O)Nc2nnc(C3CC3)s2)C(C)C)c1,1%,-0.2,-6%,0.0%,-33%,i,3%,i,4%
Cc1cc2occ(CC(=O)O)c2cc1C,·,-0.3,?,-0.9%,3%,i,2%,i,-3%
O=C(c1ccc(F)cc1)N1CCC(C(=O)N2CCN(S(=O)(=O)c3cccc([N+](=O)[O-])c3)CC2)CC1,-28%,0.9,0%,0.8%,-12%,i,1%,i,-2%
COc1cccc(-c2cnc3c(NC=O)cc(-c4ccc(N5CCN(C)CC5)cc4)cn23)c1,·,-11,?,20%,-40%,?,·,i,·
CCOC(CNC(=O)c1nnc(Cc2cc(OC)c(OC)c(OC)c2)o1)OCC,-31%,1.5,-3%,1.9%,-15%,i,-4%,i,0%
Cc1ccc2[nH]c3nc(N/N=C/c4cccc(O)c4)nnc3c2c1,2%,-5.5,12%,-0.3%,-2%,i,0%,i,-1%
Nc1nc2ccc(Cl)cc2cc1C(=O)NCCc1c[nH]c2ccccc12,·,-1.0,·,3.7%,·,?,·,i,·
COC(=O)Cn1nc(-c2ccccc2)c2ccccc2c1=O,-1%,0.7,8%,0.0%,-11%,i,-7%,i,12%
COc1ccccc1C(=O)NCCC(=O)Nc1cccnc1,-7%,-1.2,-1%,-0.7%,-1%,i,4%,i,1%
CCOC(=O)C1CCN(Cc2ccccc2C(F)(F)F)CC1,12%,1.2,-8%,-1.0%,3%,i,1%,i,-6%
CSCCC(NC(=O)C12CC3CC(CC(C3)C1)C2)C(=O)OCC(=O)c1ccccc1 (stereo unspecified),-5%,-1.6,-11%,-0.2%,19%,i,2%,i,1%
Cc1nn(CC(=O)NCc2ccco2)c(=O)c2cc3ccccc3n12,3%,·,-23%,6.7%,-1%,i,·,·,5%
COc1cc2nc(SCC(=O)Nc3ccccc3F)n3nc(-c4ccccc4)nc3c2cc1OC,5%,·,?,-0.8%,-1%,i,·,·,13%

# 3 entries out of the list above, arranged by their value in TGFb SMAD3 inh, smallest number first:
Compound,TGFb SMAD3 inh
Cc1nc(NC(CC(C)C)C(=O)O)c2nc(C)oc2n1 (stereo unspecified),0%
Cc1cc(C)c(S(=O)(=O)c2ccccc2Cl)c(=O)[nH]1,3%
CNc1oc(-c2ccco2)nc1C#N,4%

# Next part:
SMILES,Nrf2 block,CCT chaperon mod,TGFb SMAD3 inh,Nrf2 activator,HepG2 viability,S2 tox,Mm-Cpn inhibitor,pAkt inh,A549 tox
CC(=O)Nc1c(C)ccc2nsnc12,4%,-0.7,6%,-0.1%,3%,i,-2%,i,-1%
C=CCNC(=O)c1onc(CSc2ccc(OC)cc2)c1C(=O)O,-13%,-1.7,?,-0.3%,-33%,i,0%,i,0%
COCC(=O)Nc1ccc2c(c1)[C@@H]1C[C@H](CC(=O)OC)O[C@@H](CO)[C@@H]1O2,·,-3.5,6%,-1.0%,2%,i,·,i,·
Cn1ccc(-c2ccccc2)c(C#N)c1=O,-1%,-2.7,3%,-0.4%,1%,i,4%,i,-4%
CCCCNC(=O)Cn1cnc2c(cnn2-c2ccc(C)cc2)c1=O,2%,-3.3,-3%,0.0%[9.22 µM],0%,i,2%,i,1%
CC(C)(C)NC(=O)C(c1ccccn1)N(C(=O)c1csnn1)C1CCCCC1 (stereo unspecified),2%,1.3,-5%,-0.7%,-19%,i,1%,i,-1%
COc1ccc2[nH]cc(CCNC(=O)Cc3ccc(F)cc3)c2c1,9%,1.3,-15%,-0.2%,-10%,i,0%,i,9%
COCC(C)n1c(C)cc(C(=O)COC(=O)c2c(C)nn(-c3ccccc3)c2C)c1C (stereo unspecified),-5%,0.0,-9%,4.3%,-3%,i,-1%,i,-12%
CC1(C(=O)OCC(=O)c2c[nH]c3ccccc23)CC1(Cl)Cl (stereo unspecified),22%,-1.6,1%,0.4%,43%,?,0%,i,3%
COc1cccc(Nc2nc(CN3CCOCC3)nc3sc4c(c23)CCCC4)c1,?,-1.4,27%,0.4%,-2%,i,2%,i,-5%
Cc1ccc2nc(SCC(=O)NC3CCCc4ccccc43)[nH]c2c1 (stereo unspecified),?,1.3,0%,-0.3%,-9%,i,2%,i,1%
Cc1cc(S(=O)(=O)N2CCC(N3CCCCC3)CC2)ccc1-n1cnnn1,-2%,-4.3,-12%,0.3%,1%,?,-1%,i,4%
O=c1[nH]c(N2CCOCC2)nc2c1CCCC2,-7%,-2.4,-2%,0.0%,1%,?,-4%,i,0%
C=CCNC(=O)c1sc(=S)n(-c2ccc(C(=O)OCC)cc2)c1N,9%,-0.9,0%,1.4%,-5%,i,2%,i,-3%
CCc1nnc(NC(=O)C2CCCN2C(=O)Nc2ccccc2)s1 (stereo unspecified),1%,-12,-5%,-0.3%,7%,i,0%,i,-4%
Cc1ccc(S(=O)(=O)NC2(C(F)(F)F)NC(=O)N(C)C2=O)cc1 (stereo unspecified),-4%,0.0,-5%,-0.6%,0%,i,1%,i,4%
COc1ccc(N2CCN(C(=O)C(C)n3c(=O)cc(C(F)(F)F)c4c(C)nn(C)c43)CC2)cc1 (stereo unspecified),?,·,0%,-0.5%,0%,i,·,·,0%
O=C(c1cccnc1)N1CCN(Cc2ccc3c(c2)OCO3)CC1,6%,0.8,17%,0.1%,0%,i,-3%,i,-10%
Nn1cc(-c2ccccc2)nc1SCC(=O)N1CCN(S(=O)(=O)c2ccc3ccccc3c2)CC1,?,0.7,?,-0.2%,-13%,i,-1%,i,-23%
COc1ccc(-c2nc(C#N)c(NC(C)c3ccccc3)o2)cc1OC (stereo unspecified),?,-3.4,1%,7.3%,1%,i,-2%,·,-5%
COc1cccc(N2CC(NC(=O)C3CC3)CC2=O)c1 (stereo unspecified),·,·,-4%,0.5%,1%,·,·,·,-5%
CC1CCN(CC(=O)Nc2nc(-c3ccccc3)cs2)CC1,8%,0.6,?,-0.4%[9.22 µM],-27%,i,-1%,i,2%
Cc1ccc(S(=O)(=O)N2CCN(C(C)C(=O)Nc3ccccc3-c3ccccc3)CC2)cc1 (stereo unspecified),-12%,-0.3,-5%,-0.6%,-8%,i,2%,i,7%
CCCCN1C(=O)c2ccc(C(=O)N(C)CC(=O)Nc3ccc(OCC)c(OCC)c3)cc2C1=O,?,0.9,18%,0.4%,-16%,i,-2%,i,-3%
O=C(O)Cn1cc(CN2CCOCC2)c2ccccc21,-1%,-0.3,10%,0.2%,5%,?,1%,i,1%
Cc1ccc(C(=O)NCC(=O)Nc2cccc(C(F)(F)F)c2)cc1,13%,3.7,-6%,0.1%,5%,i,-3%,i,-2%
Cc1onc(-c2c(Cl)cccc2Cl)c1C(N)=S,-12%,1.4,0%,-0.5%[9.22 µM],0%,i,1%,i,7%
O=C(CSc1ccccn1)c1ccc2c(c1)OCO2,8%,2.4,?,0.3%,-6%,i,-1%,i,-12%
O=C(COc1ccc(Br)cc1)N(Cc1ccccc1)c1ccccn1,7%,-3.0,-15%,-0.4%,-20%,?,1%,i,-4%
